# Screening data (PubChem BioAssay)
# Yfh1-depleted yeast: mitochondrial function rescue without frataxin homolog – Friedreich's ataxia, plus single-dose screen, dose response (AID 1465); hit rate 0.074% among 220,000; fold induction at 50 µM, or EC50 in µM where a hit was titrated; S. cerevisiae Yfh1-off respiration, WST-1 reduction, 72 h; higher fold induction means a stronger effect;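 active = fold induction of absorbance versus untreated yeast above a set limit, then at least 30% activation at any dose in follow-up; inconclusive = repeats straddling the limit, or above it without dose testing; inactive = fold induction below the set limit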;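 also: activators that raise dye reduction in frataxin-depleted yeast; strong numbers were not always called active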
# XIAP antagonists: XIAP antagonists, biochemical, IAP family, fluorescence polarization (AID 1018) | XIAP BIR domain, fluorescence polarization peptide displacement; higher % means a stronger effect | displacement, % at 20 µM; hits with a dose series show IC50 in µM | hit rate 0.007% among 200,000; in the data active = displacement above about 50%; also: a part of the inactive calls stands beside numbers as strong as those of hits
# TNAP activators: stimulation of alkaline phosphatase TNAP activity – biochemical, luminescent, no phosphate acceptor, uHTS, primary screen (AID 1001); purified TNAP, luminescent activation assay, no phosphate acceptor; higher activation fold means a stronger effect; activation fold at 20 µM, or EC50 in µM where a hit was titrated; hit rate 0.03% among 200,000; in the data active = activation fold from about 3, or a potency from the dose series; inactive = the rest, 99 in 100 with activation fold below about 1.6; also: many of its hits are not listed in these tables
# LYP phosphatase: inhibitors of LYP phosphatase, biochemical, fluorescence intensity, uHTS (AID 1779). inhibition, % at 11.5 µM, or IC50 in µM where a hit was titrated. recombinant LYP phosphatase, fluorescence intensity; higher % means a stronger effect. hit rate 0.054% among 290,000;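 also: plate controls were vehicle with enzyme for no effect and no enzyme for full effect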
# WT yeast gro inh: growth inhibition of WT yeast, mitochondrial fusion screen; AID 1362; inhibition, % at 10 µM; hit rate 2.1% among 190,000; mitochondrial fusion phenotypic screen, WT strain; in the data active = inhibition above about 58%; tested in S. cerevisiae
# P. falciparum M1AAP: P. falciparum M1AAP inhibitors, biochemical, fluorogenic H-Leu-NHMec substrate, 1536-well (AID 1445); inhibition, % at 30 µM, or IC50 in µM where a hit was titrated; hit rate 0.42% among 220,000; recombinant M1AAP, H-Leu-NHMec fluorogenic kinetic assay; higher % means a stronger effect;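 active = primary inhibition above the hit cutoff, then over 50% inhibition at one or more dose response concentrations, cut at about 23% in these data, passing the limit was not always enough; inconclusive = conflicting primary data, or primary hits not chosen for dose response; inactive = low primary inhibition, or under 50% at every dose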;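 also: plate controls were DMSO full reaction for no effect and no enzyme background for full effect; strong numbers were not always called active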
# human PMI inhibition: MPI enzyme activity inhibition – biochemical, fluorescence intensity, coupled assay, primary screen (AID 1209). purified PMI enzyme, coupled fluorescence intensity; higher % means a stronger effect. one-dose inhibition, % at 20 µM; IC50 in µM for titrated hits. hit rate 0.42% among 190,000;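 also: plate controls were DMSO vehicle for no effect and wells lacking substrate for full effect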
# human PMI inhibitors: MPI inhibition at elevated mannose 6-phosphate – biochemical, fluorescence intensity, high mannose 6-phosphate, primary screen (AID 1220). recombinant PMI enzyme, coupled fluorescence intensity; higher % means a stronger effect. one-dose inhibition, % at 20 µM; IC50 in µM for titrated hits. hit rate 0.66% among 190,000
# M17LAP inhibition: P. falciparum M17LAP inhibitors, primary screen, biochemical, fluorogenic H-Leu-NHMec substrate, 1536-well (AID 1619); recombinant M17LAP, H-Leu-NHMec fluorogenic kinetic assay; higher % means a stronger effect; one-dose inhibition, % at 30 µM; IC50 in µM for titrated hits; hit rate 0.38% among 220,000;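 active = compound inhibiting the enzyme by more than half at any dose during confirmatory dose-response retesting; inconclusive = strong single-dose inhibitors picked by rank but not retested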;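 also: plate controls were full reaction with DMSO carrier for no effect and no enzyme background for full effect; strong numbers were not always called active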
# WT yeast gro inh mutant strain: recorded beside WT yeast gro inh, whose call it bears; inhibition, %; mitochondrial fusion phenotypic screen, mutant strain inhibition
# Active calls of the source: *; i = inactive; ? = inconclusive; . = not tested or not shown. Rule as the data show it, unless noted: active = inhibition above about 50%; inactive = the rest. No enrichment for hits; overall some 3.7% were active at least once.
molecule,P. falciparum M1AAP,Yfh1-depleted yeast,human PMI inhibition,LYP phosphatase,M17LAP inhibition,WT yeast gro inh mutant strain,human PMI inhibitors,XIAP antagonists,WT yeast gro inh,TNAP activators
Cc1sc2ncnc(Nc3ccc(N4CCOCC4)cc3)c2c1-c1ccccc1,5%,i,20%,4%,-4%,1,9%,-14%,44,1.1
CCC(C)[C@H](N)c1nnc(SCC(=O)Nc2cccc(Cl)c2)o1 (stereo not given in full),6%,i,-11%,-9%,-2%,-1,-3%,-0.1%,-13,1.1
CCC1(N(C(C)=O)c2ccc(OC)cc2)C(=O)c2ccccc2C1=O,15%,i,10%,0%,5%,1,9%,-15%,-3,1
COc1ccc(Br)cc1CNc1ccc(O)cc1,9%,i,41%,-4%,0%,2,26%,-3.9%,11,0.9
Cc1cc(C)nc(S/C=C/C(=O)c2ccc(F)cc2)n1,8%,i,.,-4%,0%,.,.,.,.,.
Cc1nc2nc(-c3cccnc3)[nH]n2c(=O)c1Cc1ccccc1,7%,i,2%,-1%,-1%,0,-3%,0.2%,-8,1.1
C/C(Cl)=C/CSc1nn2c(=O)c3ccccc3nc2s1,9%,i,8%,-3%,21%,-46,5%,-5.2%,-3,1
O=c1cnnc(N/N=C/c2c[nH]c3ccccc23)[nH]1,6%,i,-3%,-1%,4%,-1,-2%,-2.0%,-2,1.1
CN(C)S(=O)(=O)c1ccc(NC(=O)COC(=O)c2n[nH]c3ccccc23)cc1,2%,i,3%,-2%,6%,-10,-5%,-0.6%,2,0.9
Cc1ccccc1-c1nnn(CC(=O)Nc2ccc3c(c2)OCO3)n1,4%,i,-3%,6%,9%,4,4%,-2.6%,9,1.1
COC(=O)c1ccc(C(=O)OC)c(=O)[nH]1,7%,i,.,-3%,6%,.,.,.,.,.
CCC(C)Sc1nc2ccccc2n1CC(=O)O (stereo not given),5%,i,-12%,-3%,4%,-16,-11%,-0.7%,-18,1.1
O=C(NN1CCOCC1)c1cc(-c2cccc(Cl)c2)nc2ccccc12,7%,i,4%,0%,6%,0,8%,-1.7%,7,1.1
Cc1cccc(NC(=O)N2CCC(c3nc4ccccc4o3)CC2)c1,10%,i,-16%,1%,0%,14,-9%,2.3%,16,1.1
O=C(c1c[nH]c2ccc(S(=O)(=O)N3CCOCC3)cc2c1=O)N1CCCC1,-1%,i,-6%,1%,-12%,-16,-7%,-1.1%,9,1.1
Cc1ccc(C(=O)OCc2cn3ccccc3n2)cc1,-3%,i,-2%,-1%,1%,10,5%,-0.7%,8,1.1
Cc1cccc(-n2c(N)c(C(=O)N3CCN(C)CC3)sc2=S)c1,8%,i,5%,16%,0%,21,13%,-2.3%,4,1.1
CNC(=S)NNC(=O)c1cc(C(C)(C)C)nn1Cc1ccc(F)cc1,-3%,i,.,-8%,0%,.,.,.,.,.
C=CCN(CC=C)CCOc1ccc(C)cc1[N+](=O)[O-],1%,i,0%,-5%,0%,11,0%,15%,3,1.1
O=C(C1=C[C@H](c2ccc(C(F)(F)F)cc2)C[C@H](OCCCCO)O1)N1CCOCC1,0%,i,0%,-10%,-5%,-6,-1%,-1.6%,8,1
COc1ccc2nc(NC(=O)CN3CCN(C)CC3)sc2c1,-2%,i,-5%,-3%,-11%,.,-2%,-3.1%,.,1.1
CCn1c2ccccc2c2cc(CNCc3ccc(OC)cc3OC)ccc21,0%,i,7%,2%,11%,80*,0%,-1.2%,84*,1.2
CCOC(=O)c1c(NC(C)=O)no[n+]1[O-],-3%,i,-7%,-6%,1%,-2,-4%,-6.6%,10,1
CC(NC(=O)C1CCCCC1)C(=O)NC1=NCCS1 (stereo not given),10%,i,1%,-3%,25%,16,-1%,-6.5%,15,1
COc1cccc(/C=N/n2c(=O)[nH]c3ccccc32)c1OC,4%,i,5%,-1%,-2%,13,11%,-0.5%,3,1

# Arranged by value in human PMI inhibitors (highest first): 5 of the compounds above
Compound | human PMI inhibitors
CCC1(N(C(C)=O)c2ccc(OC)cc2)C(=O)c2ccccc2C1=O | 9%
Cc1ccc(C(=O)OCc2cn3ccccc3n2)cc1 | 5%
CCn1c2ccccc2c2cc(CNCc3ccc(OC)cc3OC)ccc21 | 0%
COc1ccc2nc(NC(=O)CN3CCN(C)CC3)sc2c1 | -2%
Cc1cccc(NC(=O)N2CCC(c3nc4ccccc4o3)CC2)c1 | -9%

# (more compounds)
molecule,P. falciparum M1AAP,Yfh1-depleted yeast,human PMI inhibition,LYP phosphatase,M17LAP inhibition,WT yeast gro inh mutant strain,human PMI inhibitors,XIAP antagonists,WT yeast gro inh,TNAP activators
CCCCn1c(NCc2ccc(N(C)C)cc2)nc2ccccc21,-3%,i,.,-12%,-7%,.,.,.,.,.
CCCc1ccc(OCCNC(=O)CC)cc1,-2%,i,6%,-9%,-2%,0,5%,-1.2%,1,1.1
NS(=O)(=O)c1cccc(NC(=O)CSc2nn(-c3ccccc3)c(=S)s2)c1,5%,i,24%,1%,-6%,-13,12%,-5.3%,-7,0.8
O=[N+]([O-])c1ccccc1NCCNc1ncc(C(F)(F)F)cc1Cl,11%,i,4%,0%,-1%,-30,5%,-0.7%,13,1
CCC(Sc1ccccn1)C(=O)Nc1cccc([N+](=O)[O-])c1 (stereo not given),5%,i,-12%,5%,0%,8,-5%,-4.1%,1,1
CCOc1ccc(C2=Cc3cc(OC)c(OC)cc3C(=C(Cl)Cl)O2)cc1,3%,i,-20%,-3%,6%,5,-40%,-5.7%,-7,1.1
COc1ccc(Cc2nnc(SCC(=O)N3CCCCC3)o2)cc1,-4%,i,5%,-4%,12%,-3,1%,-1.8%,-10,1
O=C(O)c1cccc(NC(=O)c2cc(S(=O)(=O)N3CCOCC3)cs2)c1,5%,i,.,-3%,21%,1,.,-3.5%,-15,1
COc1cccc(/C=C2\SC(=S)N(NC(=O)c3ccncc3)C2=O)c1,?,i,.,2%,41%,1,.,-1.5%,-12,1.1
CC(C)c1ccccc1N=C1SCCN1C1CCS(=O)(=O)C1 (stereo not given),-2%,i,0%,0%,0%,3,4%,-6.1%,-1,0.9
COc1ccc(C(=O)Nc2c(C(C)(C)C)nn(C)c2C(C)(C)C)cc1,-3%,i,.,-2%,-10%,.,.,.,.,.
O=C(CCS(=O)(=O)c1ccccc1)Nc1ccc2c(c1)OCO2,4%,i,-1%,-9%,1%,13,4%,-10%,-14,1.1
FC(F)(F)c1cc(-c2ccc3c(c2)OCO3)nc(NCc2ccco2)n1,14%,i,17%,1%,1%,0,5%,0.7%,-2,1.1
COc1cc(C(=O)Nc2ccc(-n3cnnn3)c(C)c2)cc(OC)c1OC,0%,i,4%,2%,-5%,-7,0%,-1.2%,-1,1.1
Cn1c(=O)n(CCc2ccccc2)c(=O)c2c1ncn2Cc1ccccc1,2%,i,12%,-5%,-9%,2,12%,3.1%,-3,1.1
COc1cccc(OC)c1OCCN1CCN(C(=O)c2ccco2)CC1,-5%,i,6%,-6%,6%,20,0%,-2.2%,15,1.1
COc1ccc(C(=O)Nc2ccc(Cl)c(Cl)c2)c(OC)n1,1%,i,0%,-1%,-3%,16,-1%,-1.3%,0,1.2
CC1CCN(S(=O)(=O)c2ccc(S(=O)(=O)NCC(=O)C(C)(C)C)cc2)CC1,9%,i,8%,3%,-11%,-3,7%,-5.4%,-1,1.1
O=C(CSc1nnc(CCc2ccccc2)n1-c1ccc(Cl)cc1)NCc1ccccc1,9%,.,2%,0%,8%,2,-1%,-3.0%,21,1
COc1ccc(CC(=O)N2N=C(C)CC2(O)C(F)(F)F)cc1OC (stereo not given),-1%,i,-3%,0%,7%,-11,3%,-0.5%,-12,1.1
NC(=O)c1nsnc1-c1ccccc1O,4%,i,8%,1%,-6%,14,3%,-15%,-2,1
COc1cccc(NC(=O)C(=S)NC2CCCCC2)c1,3%,i,6%,4%,-3%,38*,4%,1.0%,59*,2.5
CCOC(=O)Cc1cn2c(=O)cc(CSCC(=O)Nc3ccc(C)c(C)c3)nc2s1,16%,i,-13%,-6%,23%,-24,1%,2.0%,-9,1.3
CS(=O)(=O)c1ncc(Cl)c(C(=O)Nc2ccc(N3CCOCC3)cc2)n1,13%,.,-1%,-1%,6%,-9,-9%,7.1%,-4,1.6
O=C(O[C@@H]1OC2COC(=O)c3cc(O)c(O)c(O)c3-c3c(cc(O)c(O)c3O)C(=O)O[C@@H]([C@H]1O)[C@@H]2O)c1cc(O)c(O)c(O)c1,?,i,49%,-6%,?,-3,16%,-7.5%,18,1.3

molecule,P. falciparum M1AAP,Yfh1-depleted yeast,human PMI inhibition,LYP phosphatase,M17LAP inhibition,WT yeast gro inh mutant strain,human PMI inhibitors,XIAP antagonists,WT yeast gro inh,TNAP activators
COc1cc(/C=C2/SC(=O)N(Cc3ccccc3Cl)C2=O)ccc1OCc1ccncc1,5%,i,0%,-3%,-2%,-1,-6%,-5.6%,3,1
CNC(=O)c1sccc1Oc1ccc(F)cc1[N+](=O)[O-],7%,i,-12%,-1%,15%,-7,-5%,-5.6%,-11,1.1
CC(C)CCN(C(=O)Cc1ccccc1F)c1c(N)n(Cc2ccccc2)c(=O)[nH]c1=O,-4%,i,-4%,-2%,-8%,-11,-3%,-7.8%,-3,1.1
CCOc1ccccc1NS(=O)(=O)c1cn(C)c(=O)n(C)c1=O,0%,i,.,2%,2%,.,.,.,.,.
FC(F)(F)c1cnc(Nc2ccc(N3CCOCC3)cc2)c(Cl)c1,18%,i,8%,-5%,6%,26,4%,-3.8%,16,1
O=C1/C(=C/c2cccnc2)CCC/C1=C\c1cccnc1,7%,i,-3%,-1%,13%,19,-1%,3.3%,28,1.1
COc1ccccc1/C=C/C=N/NC(=O)CC1C(=O)NN=C1C (stereo not given),-2%,i,.,0%,14%,.,.,.,.,.

# 5 structures from above, arranged by heavy-atom count, lowest first.
molecule,P. falciparum M1AAP,Yfh1-depleted yeast,human PMI inhibition,LYP phosphatase,M17LAP inhibition,WT yeast gro inh mutant strain,human PMI inhibitors,XIAP antagonists,WT yeast gro inh,TNAP activators
O=C1/C(=C/c2cccnc2)CCC/C1=C\c1cccnc1,7%,i,-3%,-1%,13%,19,-1%,3.3%,28,1.1
COc1ccccc1/C=C/C=N/NC(=O)CC1C(=O)NN=C1C (stereo not given),-2%,i,.,0%,14%,.,.,.,.,.
FC(F)(F)c1cnc(Nc2ccc(N3CCOCC3)cc2)c(Cl)c1,18%,i,8%,-5%,6%,26,4%,-3.8%,16,1
CC(C)CCN(C(=O)Cc1ccccc1F)c1c(N)n(Cc2ccccc2)c(=O)[nH]c1=O,-4%,i,-4%,-2%,-8%,-11,-3%,-7.8%,-3,1.1
O=C(O[C@@H]1OC2COC(=O)c3cc(O)c(O)c(O)c3-c3c(cc(O)c(O)c3O)C(=O)O[C@@H]([C@H]1O)[C@@H]2O)c1cc(O)c(O)c(O)c1,?,i,49%,-6%,?,-3,16%,-7.5%,18,1.3
